# Screening results deposited in PubChem by several laboratories.
# phage Ecoli inh: E. coli growth loss with phage present | growth absorbance | inhibition, % at 11.9 µM | 360,000 compounds, 0.26% hits | AID 651602; in the data active means inhibition above about 11%
# Ecoli viability: reduces bacterial viability in AddAB counter-screen; inhibition, % at 11.9 µM; E. coli V3065 growth, OD600 absorbance, 18 h; 330,000 compounds, 0.27% hits;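 active means inhibition above the campaign's mean inhibition across all tested compounds plus 3 SD, cut at about 9.9% in these data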;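 further: uninfected addAB+ strain grown without phage in ampicillin broth; 0% = DMSO wells and 100% = ciprofloxacin 0.95 µg/ml wells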
# SR-BI uptake up: activators of SR-BI mediated HDL lipid uptake. CHO ldlA[mSR-BI] cells, DiI-HDL uptake fluorescence, 3 h; 100 = double the neutral-control signal. activation, % at 12.5 µM. 320,000 compounds, 0.096% hits;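 active means mean replicate activation of at least 60% and every replicate at or above 60%; inconclusive means mean or all-replicate condition met, but not both; inactive means mean below 60% and not all replicates reaching 60%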;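 further: 0% = median plate neutral-control signal and 100% = twice that signal; values of inactives mirror those of a sister screen read the other way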
#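 System: LDL receptor-deficient CHO ldlA cells overexpressing murine SR-BI | Timing: 3 h uptake period with compound, 37 °C | Medium: HEPES-buffered (25 mM, pH 7.4) F12 plus 0.5% BSA | Dosing: Single-point compound dose | Signal: Bottom-read fluorescence, 550/595 nm | Read-out: Retained DiI signal reflecting DiI-HDL uptake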
# CAL PDZ FP-1: blocks peptide binding to human CAL PDZ domain | purified CAL PDZ, TMR-peptide fluorescence polarization, 1 h | AID 504414 | inhibition, % at 20 µM | 330,000 compounds, 0.02% hits;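 active means highest replicate inhibition of at least 40%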;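 further: plate controls were DMSO neutral control wells for no effect and unlabeled competitor peptide control wells for full effect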
#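 Material – purified CerCALP PDZ construct · Detection – FP readout, S and P plane fluorescence · Measure – percent inhibition from loss of millipolarization · Controls – unlabelled peptide for full inhibition, DMSO wells as neutral · Probe or stimulus – TMR-labelled reporter peptide T*-PRC34 bound in PDZ groove · Times – 1 h at RT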
# CAL PDZ FP-2: blocks peptide binding to the human CAL PDZ domain; inhibition, % at 24.9 µM; 300,000 compounds, 0.92% hits; Q9HD26; AID 602252; purified CAL PDZ, TMR-peptide fluorescence polarization, 1 h;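 active means mean inhibition of at least 30% with at least half of replicates also reaching 30%; inconclusive means no clear call, values can overlap the other calls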;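 further: 0% = DMSO neutral control and 100% = excess unlabeled competitor peptide PRC23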
# SR-BI HDL uptake: inhibitors of mouse SR-BI mediated HDL lipid uptake. Q61009. ldlA[mSR-BI] CHO cells, DiI-HDL uptake fluorescence, 3 h. inhibition, % at 12.5 µM. 320,000 compounds, 0.96% hits. AID 488896;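 active means mean replicate inhibition of at least 70% and a set share of replicates each scoring 70 or more; inconclusive means meets just one of the two criteria; inactive means fails both criteria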;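 further: 0% = median of neutral control wells and 100% = median of positive control wells; values of inactives mirror those of a sister screen read the other way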
# Target sequence (Q61009 whole entry, looked up): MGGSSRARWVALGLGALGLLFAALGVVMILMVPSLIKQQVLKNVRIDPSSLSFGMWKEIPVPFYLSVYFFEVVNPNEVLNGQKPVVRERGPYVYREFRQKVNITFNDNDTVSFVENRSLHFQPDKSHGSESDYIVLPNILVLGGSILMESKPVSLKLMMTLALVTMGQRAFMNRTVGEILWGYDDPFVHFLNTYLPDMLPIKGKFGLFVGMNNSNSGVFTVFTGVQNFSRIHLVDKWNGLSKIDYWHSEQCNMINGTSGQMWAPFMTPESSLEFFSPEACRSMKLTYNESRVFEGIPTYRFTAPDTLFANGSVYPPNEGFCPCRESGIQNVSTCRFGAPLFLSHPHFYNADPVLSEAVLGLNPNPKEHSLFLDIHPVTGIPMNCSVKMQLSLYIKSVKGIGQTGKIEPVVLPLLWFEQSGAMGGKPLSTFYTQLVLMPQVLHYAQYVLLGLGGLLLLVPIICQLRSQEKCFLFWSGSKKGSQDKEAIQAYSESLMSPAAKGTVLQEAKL
# Tat transport: inhibitors of E. coli Tat protein transport; E. coli MC4100 TorA-mCherry Tat export, fluorescence; inhibition, % at 10 µM; 340,000 compounds, 0.036% hits; AID 488895;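 active means mean replicate inhibition at least 50% and at least half of replicates individually reaching 50%; inconclusive means only one of the two criteria met; inactive means neither criterion met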;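 further: exported cargo escapes ClpAP degradation while cytoplasmic cargo is degraded and loses fluorescence; 0% = median of neutral control wells and 100% = median of NaSCN control wells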
# Wnt act: activates Wnt/beta-catenin signaling in a reporter cell assay; activator, plate reader; activation, % at 9.35 µM; 300,000 compounds, 1.2% hits; AID 743398; in the data active means activation above about 30%, passing the limit was not always enough; inconclusive means no clear call, values can overlap the other calls;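 further: 0% = neutral control wells and 100% = positive control wells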
# AddAB inh: less growth of phage-infected E. coli with AddAB. E. coli expressing H. pylori AddAB, absorbance growth. inhibition, % at 11.9 µM. 330,000 compounds, 0.29% hits; in the data active means inhibition above about 12%;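 further: 0% = vehicle wells of infected cells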
# MITF act: MITF TRPM1 promoter activation in melanoma cells; AID 588334; activation, % at 12.5 µM; SK-MEL-5 TRPM1-promoter luciferase, 24 h; % of positive control, neutral wells = 0; 300,000 compounds, 0.75% hits;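 active means mean activation of at least 80% with every replicate also reaching 80%; inconclusive means mean reaches 80% but some replicate falls short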;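 further: 0% = neutral control wells and 100% = parthenolide positive control wells; values of inactives mirror those of a sister screen read the other way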
# Numbers without * were called inactive; ? = inconclusive; / = no result given.
1. Cc1nn(Cc2ccccc2)c(Cl)c1C(=O)OCc1nnc(-c2ccccc2)o1
2. CCC(=O)Nc1cc(Cl)ccc1C(=O)O
3. O=C(Nc1ccc(S(=O)(=O)Nc2nccs2)cc1)c1c(F)c(F)c(F)c(F)c1F
4. Cc1cc(C)c2c(N)c(C(=O)c3ccccc3)sc2n1
5. CCCCn1c(SCc2nc(N)nc(N3CCCCC3)n2)nc2c1c(=O)n(C)c(=O)n2C
6. O=C(Nc1cccc(S(=O)(=O)NC2=NCCC2)c1)c1ccc(F)cc1
7. CCCCC1=CC2=C(c3ccco3)C(=O)C(C)(OC(=O)c3ccc(OC)cc3)C(=O)C2=CN1Cc1ccccc1 (centres undefined)
8. O=C(CN1c2cccc3cccc(c23)S1(=O)=O)Nc1ccc(F)c(F)c1F

compound no.,1,2,3,4,5,6,7,8
phage Ecoli inh,1.5,2.8,2.0,4.7,-2.0,3.6,0.0,4.4
Ecoli viability,0.0,3.9,0.8,-0.4,-0.8,-0.1,-4.8,-1.1
SR-BI uptake up,-12,22,16,/,-4,2,7,-15
CAL PDZ FP-1,-1.1,0.0,-3.7,/,-0.5,0.0,-3.0,-0.2
CAL PDZ FP-2,-2,0,-3,/,-3,-2,-5,-5
SR-BI HDL uptake,12,-22,-16,/,4,-2,-7,15
Tat transport,12,-7,5,/,-10,9,0,6
Wnt act,-3,-2,-4,9,4,?,-4,-3
AddAB inh,-0.2,3.6,2.3,-2.8,0.0,-2.0,0.1,-0.3
MITF act,-2,0,0,/,-6,10,0,0

9. COc1ccccc1N1CCN(C(=O)c2cc(-c3ccc(F)cc3)on2)CC1
10. Cc1ccc2c(c1)N(CC(=O)NC1CCCCC1C)C(=O)CO2 (centres undefined)
11. O=C(C1CCN(C2CCN(Cc3ccc4c(c3)CCO4)CC2)CC1)N1CCOCC1
12. CC1=CC2=NC(=O)C(c3ccccc3)C(=O)N2C=C1 (centres undefined)
13. CC1=C(C(=O)Nc2ccccc2C(=O)NCCCOC(C)C)SCCO1
14. Cc1cc(C)c(C(=O)CN2C(=O)NC3(CCCCCC3)C2=O)cc1C
15. Cc1cc(=O)[nH]c(SCc2cc(=O)n3nc(C)sc3n2)n1
16. Cn1c(=O)c(C(=O)c2ccccc2)c(O)c2ccccc21

compound no.,9,10,11,12,13,14,15,16
phage Ecoli inh,-1.0,2.2,0.3,3.0,-0.6,5.0,2.1,-2.1
Ecoli viability,-3.6,-1.4,0.2,/,-2.4,2.2,0.5,2.0
SR-BI uptake up,-1,-11,38,-6,-3,-4,14,/
CAL PDZ FP-1,-0.6,-0.3,-2.3,-0.2,-0.2,0.0,1.3,/
CAL PDZ FP-2,-3,0,3,2,-5,/,-1,/
SR-BI HDL uptake,1,11,-38,6,3,4,-14,/
Tat transport,-2,-6,-1,1,0,3,-6,/
Wnt act,13,/,-1,0,1,2,2,0
AddAB inh,-3.0,-1.9,5.7,/,-0.5,5.3,3.0,1.3
MITF act,3,/,-10,-9,-2,18,/,/

17. COc1ccc(NC(=O)CSc2nnnn2C2CC3C=CC2C3)cc1 (centres undefined)
18. CS(=O)(=O)c1ccc(C(=O)NCC2(N3CCOCC3)CCCCC2)cc1
19. Cc1ccc(S(=O)(=O)c2nc(Nc3ccccc3N3CCOCC3)sc2Cl)cc1
20. COC(=O)c1ccc(C2C(Oc3ccccc3C)C(=O)N2CCc2ccc(OC)c(OC)c2)cc1 (centres undefined)
21. COc1cc(NC(=O)CCn2c(=O)[nH]c3ccsc3c2=O)cc(OC)c1
22. Cc1ccccc1S(=O)(=O)Cc1ccc(C(=O)NC2CCC(C)CC2)o1 (centres undefined)
23. CCCCCCCCOc1ccc(C(=O)O)cc1
24. Fc1ccccc1CNCc1ccc2c(c1)OCO2

compound no.,17,18,19,20,21,22,23,24
phage Ecoli inh,0.3,6.6,2.4,2.2,2.2,-0.2,4.9,5.1
Ecoli viability,-1.7,-0.9,-1.0,2.5,-2.0,-1.4,2.3,3.0
SR-BI uptake up,-2,3,-10,-12,-20,-3,7,-7
CAL PDZ FP-1,-2.4,0.1,-0.5,0.7,-0.2,-2.3,-0.4,-0.5
CAL PDZ FP-2,-3,-2,0,-5,-1,-1,-1,1
SR-BI HDL uptake,2,-3,10,12,20,3,-7,7
Tat transport,0,0,-2,-2,-4,6,3,-6
Wnt act,1,-2,/,/,7,0,2,3
AddAB inh,1.4,-0.7,1.8,2.7,0.2,4.9,2.5,0.8
MITF act,14,15,4,-2,13,-3,12,/

25. COc1ccccc1/C=N/NC(=O)c1cccc(NC(=O)c2ccccc2Cl)c1
26. CCCCC(=O)Nc1ccc(NC(=O)c2ccccc2OC)cn1
27. CSCCC(NC(=O)COc1ccccc1)C(=O)N1CCN(c2ccccc2)CC1 (centres undefined)
28. C=C(C)c1cccc(C(C)(C)NC(=O)NC(c2ccccc2)c2ccc(OC)cc2)c1 (centres undefined)
29. CC1CCN(S(=O)(=O)c2cc(C(=O)N3CCN(c4ncccn4)CC3)ccc2Br)CC1
30. CCc1ccc2[nH]c(=O)c(CN(Cc3ccccc3OC)Cc3nnnn3Cc3ccco3)cc2c1
31. Cc1cccc(NC(=O)CSc2nnc(CNC(=O)c3ccc(S(=O)(=O)N(C)C)cc3)n2-c2cccc(C)c2)c1
32. COC(=O)c1cc(S(=O)(=O)NCCc2ccc(Cl)cc2)c[nH]1

compound no.,25,26,27,28,29,30,31,32
phage Ecoli inh,3.1,2.2,1.9,1.9,2.3,4.1,1.6,2.2
Ecoli viability,-3.9,1.0,0.9,-1.1,-2.6,-0.3,-2.1,0.3
SR-BI uptake up,-77,-32,0,10,3,13,-85,3
CAL PDZ FP-1,/,0.4,0.3,-2.9,-0.6,-0.8,-2.7,-0.9
CAL PDZ FP-2,-5,-7,-3,0,-2,-3,-2,/
SR-BI HDL uptake,77*,32,0,-10,-3,-13,85*,-6
Tat transport,10,1,-3,1,6,10,-1,-4
Wnt act,0,-1,-2,-2,-7,/,-2,-1
AddAB inh,-0.2,2.2,3.1,0.7,0.2,5.6,-1.7,3.8
MITF act,-4,31,-2,-4,-22,-6,-7,/

# Looked up by structure from the entries so far:
10. Cc1ccc2c(c1)N(CC(=O)NC1CCCCC1C)C(=O)CO2 (centres undefined)
31. Cc1cccc(NC(=O)CSc2nnc(CNC(=O)c3ccc(S(=O)(=O)N(C)C)cc3)n2-c2cccc(C)c2)c1
26. CCCCC(=O)Nc1ccc(NC(=O)c2ccccc2OC)cn1
17. COc1ccc(NC(=O)CSc2nnnn2C2CC3C=CC2C3)cc1 (centres undefined)
30. CCc1ccc2[nH]c(=O)c(CN(Cc3ccccc3OC)Cc3nnnn3Cc3ccco3)cc2c1
12. CC1=CC2=NC(=O)C(c3ccccc3)C(=O)N2C=C1 (centres undefined)

compound no.,10,31,26,17,30,12
phage Ecoli inh,2.2,1.6,2.2,0.3,4.1,3.0
Ecoli viability,-1.4,-2.1,1.0,-1.7,-0.3,/
SR-BI uptake up,-11,-85,-32,-2,13,-6
CAL PDZ FP-1,-0.3,-2.7,0.4,-2.4,-0.8,-0.2
CAL PDZ FP-2,0,-2,-7,-3,-3,2
SR-BI HDL uptake,11,85*,32,2,-13,6
Tat transport,-6,-1,1,0,10,1
Wnt act,/,-2,-1,1,/,0
AddAB inh,-1.9,-1.7,2.2,1.4,5.6,/
MITF act,/,-7,31,14,-6,-9

# Later entries:
33. Cc1ccc(NC(=O)CN(C)C(=O)c2cccc(S(=O)(=O)NCc3cccs3)c2)cc1
34. NC(=O)c1ccc(NC(=O)Cc2ccc(S(=O)(=O)N3CCCCC3)cc2)cc1
35. O=C(Nc1ccc(F)cc1)N1CCN(c2nc3ccccc3s2)CC1
36. COc1nc(-c2cccs2)cc(-c2ccc(C)cc2)c1C#N
37. Cc1cc(C)c(NC(=O)CNC(=O)Cc2sc(C)nc2-c2ccc(F)cc2)c(C)c1
38. CC(C)c1ccc(N(CC(=O)NCc2cccnc2)S(=O)(=O)c2ccccc2)cc1
39. CC(=O)N/C(=C\c1ccccc1)C(=O)NCc1ccc2c(c1)OCO2
40. CC1CCCCC12NC(=O)N(CC(=O)NCc1ccc3c(c1)OCO3)C2=O (centres undefined)

compound no.,33,34,35,36,37,38,39,40
phage Ecoli inh,5.2,4.1,5.3,-0.8,2.9,-0.6,4.0,2.5
Ecoli viability,-2.3,-0.3,5.5,-0.7,-1.7,0.4,-1.6,-1.4
SR-BI uptake up,-15,-5,-21,-67,-30,-2,13,16
CAL PDZ FP-1,-0.5,-0.8,-1.1,-1.9,-1.2,-2.1,-2.2,-0.7
CAL PDZ FP-2,-2,-4,-2,/,/,-2,-2,-1
SR-BI HDL uptake,15,5,21,67,30,2,-13,-16
Tat transport,2,-8,-12,4,-3,5,-3,-13
Wnt act,-2,-2,/,/,-4,1,-1,-1
AddAB inh,0.3,1.3,1.8,1.1,-1.6,3.5,1.5,0.8
MITF act,2,-3,2,-6,2,-1,-12,3

41. CC(NC(=O)CN1C(=O)NC2(CCc3ccccc32)C1=O)c1ccc2c(c1)OCCO2 (centres undefined)
42. O=C(Cn1cc([N+](=O)[O-])cn1)N1CCc2ccccc21
43. O=C(NC1CCS(=O)(=O)C1)N1CCCCC1 (centres undefined)
44. COc1cc2ccccc2cc1C(=O)N1CCCC1
45. Clc1ccc2oc(-c3ccccc3)nc2c1
46. Cc1cc(/C=c2/sc3nc4ccccc4n3c2=O)c(C)n1-c1ccccn1
47. O=c1cc(O)n(-c2ccc(F)cc2)c(=S)[nH]1
48. CC1(C)CC(=O)c2cnc3nc4ccccc4n3c2C1
49. O=C(NCC1COc2ccccc2O1)c1cccc(S(=O)(=O)NCc2ccccc2)c1 (centres undefined)
50. CC1CCCC(NC(=O)CC2Nc3ccccc3NC2=O)C1C (centres undefined)

compound no.,41,42,43,44,45,46,47,48,49,50
phage Ecoli inh,3.0,-4.2,1.4,1.0,2.9,3.7,3.2,1.3,-0.1,1.7
Ecoli viability,3.2,-0.6,-1.4,1.2,-0.6,-1.1,-3.5,1.2,1.5,1.4
SR-BI uptake up,-10,-12,12,-16,16,-50,2,23,-8,-2
CAL PDZ FP-1,0.2,-2.2,-1.1,-0.6,-0.7,0.8,-0.3,0.0,-3.4,0.1
CAL PDZ FP-2,-6,3,-4,3,-4,-1,-7,-2,-3,0
SR-BI HDL uptake,10,12,-12,16,-16,50,-2,-23,8,2
Tat transport,5,0,-2,-6,-1,-3,-1,-3,-1,-2
Wnt act,2,-4,-3,-2,30,/,/,0,0,/
AddAB inh,0.8,1.4,0.2,0.0,2.7,0.2,0.9,-0.9,3.1,0.2
MITF act,-2,-11,-7,-2,55,-85,6,-3,-13,8
